Source: PubChem (several laboratories)
CHRM5 antagonist – blocks acetylcholine activation of human M5 receptor; P08912; CHO-hM5 cells, Fluo-8 calcium fluorescence, ACh EC80; inhibition, % at 3 µM; actives 0.59% (n = 360,000); AID 624040;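 active = inhibition above a per-plate cutoff, the mean of that plate's test compounds plus 3 SD, cut at about 27% in these data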;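 also: 0% = acetylcholine EC80 with DMSO and 100% = DMSO without agonist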
Target sequence (P08912 whole entry, looked up): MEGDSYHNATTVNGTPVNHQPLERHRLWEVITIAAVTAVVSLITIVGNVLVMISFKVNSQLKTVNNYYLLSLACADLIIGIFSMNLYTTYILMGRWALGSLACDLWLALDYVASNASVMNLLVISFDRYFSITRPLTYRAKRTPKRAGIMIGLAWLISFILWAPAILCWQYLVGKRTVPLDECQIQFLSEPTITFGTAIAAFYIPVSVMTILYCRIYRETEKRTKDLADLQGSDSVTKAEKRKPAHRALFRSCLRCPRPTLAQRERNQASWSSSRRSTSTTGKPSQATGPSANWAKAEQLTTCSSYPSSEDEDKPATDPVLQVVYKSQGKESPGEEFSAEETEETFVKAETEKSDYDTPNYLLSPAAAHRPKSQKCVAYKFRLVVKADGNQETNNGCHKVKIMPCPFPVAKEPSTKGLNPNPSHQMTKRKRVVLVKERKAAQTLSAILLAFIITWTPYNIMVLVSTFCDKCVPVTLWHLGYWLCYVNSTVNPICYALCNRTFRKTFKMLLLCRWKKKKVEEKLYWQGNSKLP
CRFR2-BP ag – CRF-BP/CRF-R2 complex agonism | HEK293 CRF-R2/CRF-BP, calcium dye fluorescence (FLIPR); percent of saturating CRF peptide response | actives 0.46% (n = 350,000) | AID 588473 | activation, % at 13.2 µM;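 active = activation of at least 50%, plus an integration ratio under a set limit after plate pattern correction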;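 also: plate controls were neutral control wells without compound for no effect and CRF at EC100 for full effect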
CHRM5 agonist – CHRM5 agonism in calcium assay; P08912; CHO-K1 hM5 cells, Fluo-8 calcium fluorescence; 0% DMSO wells, 100% maximal acetylcholine response; activation, % at 3 µM; actives 0.19% (n = 360,000);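 active = activation above the run's mean over test compounds plus 3 SD, cut at about 23% in these data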;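 also: signal is peak over basal fluorescence ratio across the kinetic read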
CHRM4 PAM – positive allosteric modulators of human muscarinic M4 receptor. CHO-K1 hM4/Gqi5, Fluo-8 calcium fluorescence, ACh EC20; 0% = ACh EC20, 100% = maximal ACh. P08173. activation, % at 3 µM. AID 624126. actives 0.4% (n = 360,000);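 active = activation above its plate's cutoff, the mean activation of sample wells plus 3 SD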; also: some results filed as inactive read as strong as hits
Target sequence (P08173 whole entry, looked up): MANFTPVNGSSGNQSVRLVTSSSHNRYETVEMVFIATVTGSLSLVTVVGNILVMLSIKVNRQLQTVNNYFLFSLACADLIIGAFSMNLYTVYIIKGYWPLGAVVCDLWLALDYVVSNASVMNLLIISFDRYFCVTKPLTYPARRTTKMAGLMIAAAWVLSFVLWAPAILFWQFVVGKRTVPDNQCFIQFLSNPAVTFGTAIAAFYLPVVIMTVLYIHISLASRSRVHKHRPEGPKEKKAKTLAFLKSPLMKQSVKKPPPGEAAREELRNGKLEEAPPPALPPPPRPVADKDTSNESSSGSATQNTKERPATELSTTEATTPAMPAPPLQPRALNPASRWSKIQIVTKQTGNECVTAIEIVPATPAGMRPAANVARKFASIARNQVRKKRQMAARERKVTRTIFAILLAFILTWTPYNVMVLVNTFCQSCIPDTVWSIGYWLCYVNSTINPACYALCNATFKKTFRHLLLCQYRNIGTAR
CHRM1 PAM – potentiates human M1 receptor response to acetylcholine; P11229; AID 588819; actives 0.088% (n = 360,000); activation, % at 3 µM; CHO-K1 hM1, Fluo-8 calcium fluorescence, ACh EC20; 0% = ACh EC20, 100% = maximal ACh; in the data active = activation above about 19%, passing the limit was not always enough
CHRM4 agonist – CHRM4 agonism in calcium assay; CHO-K1 hM4/Gqi5, Fluo-8 calcium fluorescence; vehicle 0%, full acetylcholine response 100%; activation, % at 3 µM; actives 0.14% (n = 360,000); AID 624127;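 active = activation above the run mean over all test wells plus 3 SD, cut at about 32% in these data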;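 also: peak over basal fluorescence ratio per well then scaled between controls; 0% = DMSO wells and 100% = acetylcholine at EC100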
CHRM1 antagonist – human CHRM1 antagonism; actives 1.3% (n = 360,000); CHO-K1 hM1, Fluo-8 calcium fluorescence, ACh EC80 antagonist; inhibition, % at 3 µM; AID 588852;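 active = percent inhibition above its own plate's cutoff, namely the mean of that plate's compound wells plus 3 SD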;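 also: peak over basal fluorescence ratio during 140 s after agonist addition; 0% = ACh EC80 plus DMSO and 100% = DMSO alone without agonist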
M5 PAM – CHRM5 positive allosteric modulation | P08912 | CHO-K1 hM5, Fluo-8 calcium, ACh EC20 PAM; 0% = ACh EC20, 100% = ACh EC100 | activation, % at 3 µM | actives 0.3% (n = 360,000) | AID 624038;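 active = activation above the run cutoff, the mean activation of all test compounds plus 3 SD, cut at about 18% in these data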
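Probe or stimulus: acetylcholine, EC20 level; Assay system: human M5 receptor in CHO-K1 cells; Schedule: compound preincubation 140 s before EC20 acetylcholine addition; Technique: intracellular calcium via Fluo-8 fluorescence; Dosing: single-point, 3 µM nominal; Read-out basis: percent activation from peak-over-basal fluorescence ratio, scaled EC20-to-EC100 acetylcholine; Repeats: one well per compound, no replicates.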
M4 antag – CHRM4 antagonism in calcium assay | P08173 | CHO-hM4 cells, ACh EC80, Fluo-8 calcium fluorescence | inhibition, % at 3 µM | actives 0.73% (n = 360,000) | AID 624125;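 active = inhibition above its plate's cutoff, the mean inhibition of sample wells plus 3 SD, cut at about 27% in these data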;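 also: 0% = acetylcholine EC80 with DMSO and 100% = DMSO without agonist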
An asterisk follows results filed as active; . = no result given.

SMILES	CHRM5 antagonist	CRFR2-BP ag	CHRM5 agonist	CHRM4 PAM	CHRM1 PAM	CHRM4 agonist	CHRM1 antagonist	M5 PAM	M4 antag
COc1ccccc1N1CCN(CC(=O)Nc2c(C)n(C)n(-c3ccccc3)c2=O)CC1	-10	0.1	-2	0	12	1	-12	2	-1
CC(NC(=O)C1CCN(S(=O)(=O)c2ccc3c(c2)NC(=O)CO3)CC1)c1ccccc1 (centres undefined)	10	0.3	-6	4	2	3	0	0	-14
CCOC(=O)Cn1nnnc1CN(Cc1ccc(OC)cc1)Cc1cc2cc(C)cc(C)c2[nH]c1=O	11	0.9	1	21	1	0	-2	0	9
Cc1cccc(S(=O)(=O)Nc2nc3ccccc3nc2OC(C)C)c1	7	0.5	-2	-2	6	1	-3	-5	4
COC(=O)c1c(C(=O)OC)c(-c2ccc(Cl)c(Cl)c2)n2c1CCC2	14	-0.5	-4	4	4	-3	-4	-4	0
CO/N=C/C(c1ncc(C(F)(F)F)cc1Cl)S(=O)(=O)c1ccccc1 (centres undefined)	-4	1.0	-4	3	2	1	-1	1	-8
O=C(Nc1ccc(C(=O)N2CCCC2)cc1)c1ccc2c(c1)OCO2	-2	-0.9	-1	6	2	1	-5	-2	-15
CC(=O)c1ccc(S(=O)(=O)N2CCN(c3nc4c(C)c(C)ccc4cc3C#N)CC2)cc1	-9	0.2	-3	10	7	1	-9	0	-22
CCNc1nc(NCc2ccccc2)nc(Oc2ccc(=O)[nH]n2)n1	10	3.5	-4	1	3	0	-16	1	1
Cc1ccc(Cl)cc1NC(=O)COC(=O)CC1CC2CCC1C2 (centres undefined)	-7	-0.7	-11	0	-1	2	-2	-12	-7
CCN(CC)C(=O)Cn1cc(C(=O)C(=O)N2CCCc3ccccc32)c2ccccc21	8	1.6	-4	4	4	2	1	3	-8
Cc1cc(C(=O)NNC(=O)COc2ccccc2Cl)n[nH]1	9	1.0	-2	0	14	2	-2	5	-9
O=C(NCc1cccs1)C(Cc1ccccc1)NS(=O)(=O)c1cccs1 (centres undefined)	-1	-0.9	1	1	2	4	3	-5	-1
COC(=O)[C@H]1[C@H](CCc2ccccc2)NC(=O)N(Cc2ccccc2)[C@@H]1C	11	-5.8	0	18	20	4	-9	2	-5
CC(=O)Nc1ccc(S(=O)(=O)N(C)CC(=O)Nc2ccccc2N2CCOCC2)cc1	0	1.9	-1	-3	6	1	-11	-1	0
Fc1ccc2cnc(-c3cccnc3)cc2c1	15	-0.6	-1	1	-2	2	1	3	1
COCCOC(=O)C1=C(C)N=C2SCCC(=O)N2C1/C=C/c1ccccc1 (centres undefined)	1	0.3	-3	3	3	1	-10	11	2
CNS(=O)(=O)c1cc(Cl)ccc1Sc1ccccc1C(=O)O	5	2.0	6	0	7	0	-3	5	-1
CCOc1ccccc1NC(=O)CCc1nnc2ccc(N3CCC(C)CC3)nn12	1	0.1	-1	-6	10	4	-14	-3	1
Nn1c(SCC(=O)NC2CCCc3ccccc32)nnc1C1CC1 (centres undefined)	-6	1.6	2	1	1	0	0	12	-3
Clc1ccc2nc(-c3ccncc3)cc(-c3ccccc3)c2c1	2	4.0	-1	-1	6	0	-8	0	5
O=C(CN1CCC(Cc2ccccc2)CC1)NC(=O)NCc1ccccc1	-1	2.4	-3	12	2	-1	-3	2	-6
CC(C)Nc1nnc(SC(C)C(=O)Nc2ccc(Cl)cn2)s1 (centres undefined)	5	-1.2	-3	5	13	0	-20	-2	7
COc1ccc(OCCOc2ccccc2[N+](=O)[O-])cc1	-3	0.3	-2	-3	3	1	-4	-2	1
Cc1ccc(/C=N/N(C)C2=NS(=O)(=O)c3ccccc32)cc1	3	1.1	0	-6	8	0	-11	-2	6
CN1CCN(C(=O)CN2C(=O)COc3ccc(S(=O)(=O)N4CCOCC4)cc32)CC1	-6	-1.2	-2	8	7	0	-10	6	1
CCOc1c(Cl)cc(/C=N/NC(N)=S)cc1OC	8	-0.9	-2	4	-6	0	7	-5	4
COc1ccc(/C=N/NC(=O)c2cccc([N+](=O)[O-])c2)cc1OS(=O)(=O)c1ccccc1	-4	-3.3	-1	0	6	1	-4	-3	-15
Cc1ccc(Cn2c(Sc3nnc(C)s3)nc3c2c(=O)[nH]c(=O)n3C)cc1	-4	-1.3	-2	3	3	2	-4	2	-19
S=C(Nc1ccc(Br)cc1)N1CCN(C2CCCCC2)CC1	7	3.1	-3	1	5	1	-2	-2	2
C=C1c2cc(C)ccc2NC(=O)N1c1ccc(C)cc1	-6	-1.2	-1	29*	4	0	-18	5	-1
CCN(CC(=O)N1CCOCC1)S(=O)(=O)c1ccccc1	-1	-0.4	-4	-1	4	1	-2	0	-15
N#Cc1nc(Cc2ccccc2)oc1N1CCC(Cc2ccccc2)CC1	-1	5.2	-1	2	5	-2	-2	2	-8
CCOc1ccc(S(=O)(=O)N2CCC(C(=O)NCc3ccccc3CN3CCCC3)CC2)cc1	-5	0.6	-12	3	-17	1	15	-1	-1
O=C(Cc1c(F)cccc1Cl)Nc1ccccn1	0	-0.3	-4	-2	2	1	-12	8	-7
O=C(CCNC(=O)c1ccccc1Cl)Nc1ccncc1	-5	0.3	-3	8	17	2	-12	1	-17
COc1ccc(C2=Nc3ccc(Br)cc3C(c3ccccc3)N2CC(=O)NN)cc1 (centres undefined)	-2	1.6	-1	-7	2	0	-5	1	2
Cc1ccc(S(=O)(=O)N2C[C@H]3C(=O)C[C@@H](c4ccccc4C)N(S(=O)(=O)c4ccc(C)cc4)[C@H]3C[C@H]2c2ccccc2)cc1	7	.	2	6	9	0	-6	-5	-4
Cc1ccccc1NC(=O)CCC(=O)N/N=C/c1cc([N+](=O)[O-])ccc1O	2	3.2	-1	0	10	1	-9	-3	1
O=C(Nc1cccc(Cl)c1)Nc1ccccc1NS(=O)(=O)c1cccs1	30*	39	8	-13	-12	18	21	-20	13
CCCCOC(=O)Cn1c(=O)c2c(nc3n2CCCCN3c2ccc(C)cc2)n(C)c1=O	-5	-2.3	-8	4	-6	-1	0	1	-3
COc1ccc(C(=O)C2CCCN(C3Cc4ccccc4C3)C2)c(OC)c1 (centres undefined)	-2	-3.8	-10	-11	-31	1	29*	-11	1
CCOC(=O)N1CCN(C(=O)C2CCCN(Cc3nc(-c4ccc(Cl)cc4)oc3C)C2)CC1 (centres undefined)	-2	2.9	0	-14	-23	14	15	-8	-4
Cc1ccc(S(=O)(=O)NNC(=O)NC23CC4CC(CC(C4)C2)C3)cc1	21	-1.1	5	-3	6	1	-7	-11	-8
COc1ccccc1-c1cn(S(=O)(=O)c2ccc(F)cc2)nc1N	5	0.3	2	2	-2	6	-20	-8	1
CC(C)(C)c1ccccc1NC(=O)c1cc(-c2ccncc2)nc2ccccc12	21	-1.6	-3	-6	-8	8	10	-15	0
CNC(=O)c1cccc(NC(=O)c2cc(-c3ccccc3)nc3c2cnn3C(C)C)c1	15	0.8	4	-2	-7	21	21	-29	-2
CCOc1cc(C(=O)NCc2nnc(SCC(=O)OC)n2C)cc(OCC)c1OCC	0	-1.4	0	1	1	-1	1	1	2
CCOC(=O)COc1ccc2c3c(c(=O)oc2c1)CCCC3	8	-1.4	1	-4	8	2	-3	-2	2
COCCCNC(=O)c1ccc2c(c1)ncn2-c1ccc(C)cc1C	0	3.4	-1	-3	8	8	-10	2	-7
Cc1oc(-c2cccs2)nc1CN1CCC(C(=O)N2CCCC2)CC1	4	0.4	1	-3	7	1	-8	-3	-7
O=C(NCCN1CCOCC1)c1cc(=O)[nH]c2ccc(Br)cc12	1	0.1	1	-3	13	0	-19	3	0
CCCOc1ccccc1-c1nc(SCCC(=O)O)n[nH]1	-4	0.3	1	-2	1	0	1	3	8
O=C(CC1C(=O)NCCN1Cc1c(F)cccc1Cl)NCc1ccccc1 (centres undefined)	-5	1.6	-5	-3	4	3	-2	-11	-13
O=C(CSc1n[nH]c(=O)n1Cc1ccccc1)Nc1ccc(F)c(F)c1F	7	-0.7	-2	0	9	2	-6	2	-4
COc1ccccc1OCCNC(=O)c1cc(SC)ccc1Cl	6	0.3	-1	1	6	4	-3	-3	-16
COc1ccc(CN(C)C(=O)C23CC4CC(CC(Cl)(C4)C2)C3)c(OC)c1OC	11	0.3	0	-2	-2	2	8	-6	8
Cc1onc(-c2c(Cl)cccc2Cl)c1C(=O)N1CCN(c2ccc(F)cc2)CC1	4	0.3	1	-5	3	4	3	3	-3
CCC(C(=O)NC1CCCC1)n1c(-c2ccncc2)nc2ccccc21 (centres undefined)	8	.	2	2	.	1	.	-1	-4
CCOc1ccc2cc(C3CC(c4ccco4)=NN3S(C)(=O)=O)c(=O)[nH]c2c1 (centres undefined)	6	-0.5	1	-1	3	0	-20	6	5

Profiles from above. Order of screens: CHRM5 antagonist | CRFR2-BP ag | CHRM5 agonist | CHRM4 PAM | CHRM1 PAM | CHRM4 agonist | CHRM1 antagonist | M5 PAM | M4 antag
Listed for CCCOc1ccccc1-c1nc(SCCC(=O)O)n[nH]1 → -4 | 0.3 | 1 | -2 | 1 | 0 | 1 | 3 | 8
Listed for O=C(NCCN1CCOCC1)c1cc(=O)[nH]c2ccc(Br)cc12 → 1 | 0.1 | 1 | -3 | 13 | 0 | -19 | 3 | 0
Listed for O=C(CSc1n[nH]c(=O)n1Cc1ccccc1)Nc1ccc(F)c(F)c1F → 7 | -0.7 | -2 | 0 | 9 | 2 | -6 | 2 | -4
Listed for COc1ccc(CN(C)C(=O)C23CC4CC(CC(Cl)(C4)C2)C3)c(OC)c1OC → 11 | 0.3 | 0 | -2 | -2 | 2 | 8 | -6 | 8

The results go on.
SMILES	CHRM5 antagonist	CRFR2-BP ag	CHRM5 agonist	CHRM4 PAM	CHRM1 PAM	CHRM4 agonist	CHRM1 antagonist	M5 PAM	M4 antag
CC1(C)CC(=O)C2=C(C1)Nc1ccccc1NC2c1ccc([N+](=O)[O-])cc1 (centres undefined)	3	-1.4	0	1	12	4	-10	3	8
CC(=O)NC(C)(c1ccccc1)c1nc(-c2cccc(C(F)(F)F)c2)cs1 (centres undefined)	5	.	-1	-3	-6	0	6	-9	2
CC(=O)Nc1ccc(CN2CCN(Cc3ccc(C)cc3)C(CCO)C2)cc1 (centres undefined)	12	0.7	-11	-24	1	1	-13	-2	13
COc1ccccc1N1CCN(CCS(=O)(=O)c2cc(Cl)ccc2Cl)CC1	5	4.7	-1	-4	-1	2	-6	-1	4
CCCCN1CC[C@H]2C=CC[C@@H](C(=O)Nc3ccc(Cl)cc3Cl)[C@H]2C1=O	-1	-3.4	-4	13	3	-2	-4	5	-12
O=C(NC(c1ccc(-c2ccccc2)cc1)c1cnccn1)C1CCN(CCOc2ccc(Cl)cc2Cl)CC1 (centres undefined)	-6	.	2	2	12	11	-17	9	2
CCc1ccc(NC(=O)C(=O)c2ccccc2NC(C)=O)cc1	4	-1.3	1	5	11	2	-1	-21	-4
CC(C)NC(=O)N1Cc2cc(C(=O)NC3CCC3)nc(-c3cccc(-c4cncnc4)c3)c2[C@H]1CCO	9	.	3	0	.	1	.	-4	3
COc1ccc(OCc2cc(C(=O)NCC(C)(C)N3CCOCC3)no2)c(Cl)c1	-12	-1.2	1	5	12	9	-12	14	-2
CC(=O)NCC(=O)OCC(=O)Nc1nc(-c2ccccc2)cs1	2	-5.4	0	-3	1	1	-1	-3	1
COc1ccccc1C(=O)NC(=O)COC(=O)CCOc1ccc(C)cc1	-3	-0.1	1	0	10	0	-14	5	-4
Cc1ccc(NC(=O)CCC(=O)N2CCOCC2)nc1	-5	-1.0	0	2	7	0	-8	2	2
